From PubChem BioAssay
Pin1 inhibitor: inhibitors of human Pin1. Pin1 FP peptide displacement, HiFluor488, 10 min. Potency, µM (top dose mostly 115 µM), without a hit: at the top dose activity, negative = inhibition, most hits filed as inhibitors. 390,000 compounds, 0.009% hits. AID 504891; active means well fitted inhibition curve with a large enough effect in the polarisation, with a control signal flat, not every such curve was filed as active; inconclusive means small, poorly fitted or top-dose-only effect, or effect the other way, or a change in a side signal; inactive means no such curve, though single readings can be large or run the other way; the % refers to the polarisation; further: potency means the concentration at half of the fitted maximal effect; on the % scale 0 is the no-effect control and ±100 the full control effect
Target sequence (Q13526 whole entry, looked up): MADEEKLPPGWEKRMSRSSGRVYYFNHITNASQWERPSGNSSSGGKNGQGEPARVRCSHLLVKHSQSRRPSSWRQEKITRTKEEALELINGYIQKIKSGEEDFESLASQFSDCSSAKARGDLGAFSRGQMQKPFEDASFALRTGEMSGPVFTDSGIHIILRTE
TRHR enhancer: allosterically enhances the human TRH receptor; 360,000 compounds, 0.66% hits; enhancement, % at 2 µM; TRHR cells, fluo-8 calcium fluorescence, EC20 TRH enhancement; P34981; AID 493056; in the data active means enhancement above about 30%; further: 0% is about no effect
Target sequence (P34981 whole entry, looked up): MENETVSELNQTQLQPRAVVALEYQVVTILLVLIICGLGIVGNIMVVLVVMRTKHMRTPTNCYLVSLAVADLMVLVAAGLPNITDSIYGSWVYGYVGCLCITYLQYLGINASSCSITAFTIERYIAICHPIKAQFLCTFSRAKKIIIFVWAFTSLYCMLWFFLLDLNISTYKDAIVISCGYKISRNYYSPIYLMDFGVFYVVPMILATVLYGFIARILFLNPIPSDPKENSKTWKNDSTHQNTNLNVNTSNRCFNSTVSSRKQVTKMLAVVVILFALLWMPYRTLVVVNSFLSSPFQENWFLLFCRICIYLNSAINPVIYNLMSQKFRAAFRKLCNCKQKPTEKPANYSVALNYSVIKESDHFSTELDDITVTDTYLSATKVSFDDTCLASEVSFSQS
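TRHR-expressing cells loaded with fluo-8 calcium dye were read kinetically (ex 480/em 530) during compound addition, then stimulated with an EC20 of TRH (10 nM final). Enhancement of the Gq-mediated intracellular calcium response was scored.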
TrxR1 inh: rat TrxR1 inhibition. O89049. recombinant rTrxR1, NADPH fluorescence consumption, selenite substrate. Potency, µM (top dose mostly 114 µM), inactives show at the highest dose activity change, negative = inhibition, most hits filed as inhibitors. 390,000 compounds, 1% hits; further: potency means the concentration at half of the fitted maximal effect; on the % scale 0 is the no-effect control and ±100 the full control effect; nearly all actives have a fitted effect of over 65% in size
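Rat TrxR1 (90 nM in the dispensed reagent) was pre-reduced with 400 uM NADPH for 5 min at room temperature, then incubated with compound for 15 min. After 400 uM selenite was added, NADPH fluorescence (Ex 340/Em 450 nm) was followed for 8 min.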
TRHR ag: activates the human TRH receptor; 360,000 compounds, 0.18% hits; TRHR cells, calcium flux fluo-8, FDSS agonist mode; activation, % at 2 µM; P34981; in the data active means activation above about 30%; further: 0% is about no effect
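Agonist-mode FDSS calcium read (Ex 480/Em 530, 1 s cycles) in 1536-well TRHR cells with fluo-8 dye, after 10-cycle baseline and 23 nL compound addition; TRH at EC20 (10 nM final) added afterwards for the enhancer phase.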
D2 agonist: agonists of human D2 dopamine receptor; P14416; HEK293 T-REx D2 cells, calcium flux agonist mode; activation, % at 2 µM; 340,000 compounds, 0.53% hits; AID 485358;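 active means activation over 3 SD above normal in the single-dose calcium agonist read, cut at about 30% in these data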; further: 0% is about no effect
Target sequence (P14416 whole entry, looked up): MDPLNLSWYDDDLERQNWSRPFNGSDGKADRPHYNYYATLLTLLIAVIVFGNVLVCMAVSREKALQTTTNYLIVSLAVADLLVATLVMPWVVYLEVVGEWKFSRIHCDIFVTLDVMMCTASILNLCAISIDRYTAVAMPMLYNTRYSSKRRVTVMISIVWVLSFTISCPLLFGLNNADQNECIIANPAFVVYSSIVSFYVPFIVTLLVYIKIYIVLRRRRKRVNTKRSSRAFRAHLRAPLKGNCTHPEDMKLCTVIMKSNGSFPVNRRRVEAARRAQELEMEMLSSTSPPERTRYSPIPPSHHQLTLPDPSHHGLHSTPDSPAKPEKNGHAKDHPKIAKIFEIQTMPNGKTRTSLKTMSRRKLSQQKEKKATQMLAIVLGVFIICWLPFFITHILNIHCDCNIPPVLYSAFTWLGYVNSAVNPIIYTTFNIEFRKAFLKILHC
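HEK293 Trex D2 cells, tetracycline-induced, o/n 30 C 5% CO2; no-wash Ca dye, RT 30–90 min; 10-cycle baseline, 23 nl cpd added, kinetic Ca read 180 s; agonist hits = positive Ca response.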
D2 antag: antagonizes the human D2 dopamine receptor. AID 485344. HEK293 TREx D2 cells, calcium flux, dopamine EC80. 340,000 compounds, 2% hits. inhibition, % at 10 µM. P14416; in the data active means inhibition above about 30%; further: 0% is about no effect
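Read-out: kinetic calcium fluorescence (1 cycle/s) in inducible HEK293 T-REx D2 cells after an EC80 dopamine addition that followed 180 s compound preincubation. Loss of the dopamine response indicates antagonism.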
USP1 inh: blocks the human USP1/UAF1 deubiquitinase complex | 390,000 compounds, 0.23% hits | O94782 | Potency, µM (titrated, usually from 57.1 µM), without a hit: top-dose activity change, negative = inhibition, usual class: inhibitors | recombinant USP1/UAF1, Ub-Rhodamine cleavage fluorescence | AID 743255; further: potency means the concentration at half of the fitted maximal effect; on the % scale 0 is the no-effect control and ±100 the full control effect; nearly all actives have a fitted effect of over 60% in size; inactives centre near -12
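1 nM enzyme complex + cpd, 15 min RT; start with Ub-Rho 150nM final; kinetic fluorescence ex 480/em 540, 6 reads q60 s. Buffer 50mM HEPES pH 7.8, 0.5mM EDTA, 0.1 mg/ml BSA, 1mM TCEP, 0.01% Tween-20.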
TrxR1 substrate: is turned over as a substrate by rat TrxR1; Potency, µM (doses to about 114 µM), for inactives: at the top dose activity change, negative = substrate turnover; purified TrxR1 substrate turnover, NADPH consumption readout; AID 588456; O89049; 390,000 compounds, 0.01% hits; further: potency means the concentration at half of the fitted maximal effect; on the % scale 0 is the no-effect control and ±100 the full control effect; nearly all actives have a fitted effect of over 50% in size
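Rat TrxR1, dispensed at 90 nM, was prereduced with 400 uM NADPH (final) for 5 min at ~22 deg C, then incubated with compound 15 min before 400 uM selenite. A first-read NADPH fluorescence drop versus no-compound background flagged substrates.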
IDH1 R132H inh: blocks human mutant IDH1 R132H enzyme; IDH1-R132H enzyme, NADPH consumption, diaphorase/resazurin fluorescence; Potency, µM (highest dose often 76.6 µM), without a hit: at the top dose activity change, negative = inhibition, usual class: inhibitors; O75874; 390,000 compounds, 0.093% hits; further: potency means the concentration at half of the fitted maximal effect; on the % scale 0 is the no-effect control and ±100 the full control effect; nearly all actives have a fitted effect of over 65% in size
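IDH1-R132H (0.5 ug/mL dispensed) in pH 7.5 Tris buffer was preincubated 30 min with compound, then given a substrate mix of 0.016 mM NADPH and 2 mM alpha-KG for 80 min at room temperature; remaining NADPH was read by diaphorase/resazurin fluorescence.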
The depositor's hits bear a star; ? = inconclusive; . = no result given; & = joins results of further samples; [ ] = remark or other dose. Unless noted, the call rests on the fitted dose curve; in most records, active means well fitted inhibition curve with a large enough effect; inconclusive means small, poorly fitted or top-dose-only effect; inactive means no such curve, though single readings can be large or run the other way. Some of the compounds tested; count on the stated rates, not on these rows.

Results follow in this order: Pin1 inhibitor	TRHR enhancer	TrxR1 inh	TRHR ag	D2 agonist	D2 antag	USP1 inh	TrxR1 substrate	IDH1 R132H inh
1. COc1ccccc1CNC(=O)C1CCCN(c2nnc(-n3c(C)ccc3C)s2)C1 (configuration not stated)
→ 0%	4	?	-1.0	-1.3	.	-15%	-2%	0%
2. OCCC1CN(Cc2cccc3nccnc23)CCN1C1CCCC1 (configuration not stated)
→ -1%	2	-13%	2.7	0.4	-10	-25%	-4%	8%
3. Cc1cccc(NC(=O)Cn2c(=O)n(CCC(=O)NC3CCCC3)c(=O)c3ccccc32)c1
→ -11%	3	14%[57.1 µM]	-0.2	-0.2	2	-4%	-10%	-4%
4. COc1ccc2cc(-c3nc(-c4ccc(N(C)C)cc4)no3)c(=O)oc2c1
→ -4%	6	16%	0.3	0.7	.	-14%	-4%	-1%
5. CCc1noc(C)c1C(=O)NNC(=O)c1cc(OC)c(OC)c(OC)c1
→ 5%	6	12%[57.1 µM]	0.2	0.5	-10	-21%	6%[57.1 µM]	-7%
6. CCn1cc(/C=C(\NC(=O)c2ccccc2Cl)C(=O)N2CCOCC2)c2ccccc21
→ 0%	7	-3%[57.1 µM]	0.5	-0.3	-11	-2%	-4%[57.1 µM]	-7%
7. Cc1ccc(C)c(OCCCN2CCc3ccccc3C2)c1
→ -4%	13	-19%	-0.9	0.1	70*	-13%	-8%	9%
8. Cc1cccc(C)c1OCc1cc(C(=O)NCC2CCCCC2)no1
→ 3%	-4	27%[57.1 µM]	0.5	1.0	-8	-22%	9%[57.1 µM]	-5%
9. CCN(CC)S(=O)(=O)c1ccc2c(c1)c(=O)c(C(=O)N1CCN(c3ccccn3)CC1)cn2C
→ -2%	-16	14%	-0.7	.	.	-18%	-3%	3%
10. O=c1oc2c(CN3CCCCC3)c(O)ccc2cc1-c1nc2ccccc2[nH]1
→ ?	40*	8%[57.1 µM]	261*	.	.	28µM*	23%[57.1 µM]	2%
11. CCOc1cc(/C=C(\C#N)c2nc3ccccc3[nH]2)ccc1OC(C)C(=O)O (configuration not stated)
→ ?	-4	-20%	0.9	.	.	-15%	-19%	9%
12. CN(C)c1ccc(C(=O)Nc2cccc(-c3nc4cccnc4s3)c2)cc1
→ -8%	0	-13%	1.2	0.7	.	-4%	-11%	0%
13. COc1ccc(NC(=O)c2ccco2)cc1NC(=O)C(C)Oc1ccc(Cl)cc1Cl (configuration not stated)
→ 17%	3	29%[11.4 µM]	1.7	-0.1	.	-24%	2%	8%
14. O=C(Nc1cccc(-c2nc3ncccc3o2)c1)c1ccc(-c2cccc(Cl)c2Cl)o1
→ 156%[activator]	9	?	-1.6	-2.1	.	-16%	12%	-18%
15. COc1ccc(C2/C=C\CN(C(=O)c3ccccc3)CC(=O)N2Cc2ccc(F)cc2)cc1 (configuration not stated)
→ 8%&1%	3	22%&-10%	0.0	0.3	-4	-27%	4%&-6%	-5%[38.3 µM]
16. CCOC(=O)CCc1c(C)n(CC)c2cc(-c3ccccc3OC)nn2c1=O
→ 0%	0	-25%	-1.3	0.4	-2	-6%	105%[activator]	2%
17. CC12CCC(C1)C(C)(C)C2NS(=O)(=O)c1ccc(F)cc1 (configuration not stated)
→ -5%	-5	8%	0.2	-0.9	11	-23%	-10%	-2%
18. Cc1nnc(NC(=O)CSc2nnc(Cc3ccccc3)n2-c2ccccc2)s1
→ 1%	-2	12%	-0.2	0.9	17	-16%	5%	10%
19. O=C(N/N=C/c1c[nH]c2ccc(Br)cc12)c1ccc2c(c1)OCO2
→ 3%	18	3%[57.1 µM]	0.8	1.6	-8	-19%	-1%[57.1 µM]	-2%
20. CCOc1ccc(Br)cc1C1C(C(=O)OC)=C(C)NC2=C1C(=O)c1ccccc12 (configuration not stated)
→ 0%	-6	18%	0.0	0.0	.	-23%	1%	6%
21. COc1ccc2[nH]c3nc(SCC(=O)NC4CC4)nnc3c2c1
→ 11%	2	4%[57.1 µM]	-0.3	0.4	19	5%	-1%[57.1 µM]	4%
22. Cc1ccc(-c2nc(C)sc2CC(=O)OCC(=O)Nc2ccc(F)c(Cl)c2)cc1
→ 4%	.	4%	.	.	.	-16%	-4%	-12%
23. COc1cccc(CNC(=O)Cc2csc(NC(=O)Nc3ccccc3OC)n2)c1
→ 8%	-6	11%	-0.2	0.5	1	-2%	3%	1%
24. COC(=O)c1c(C)[nH]c(C(C)=O)c1C
→ -4%	-3	-11%[57.1 µM]	0.5	0.6	26	4%	-1%[57.1 µM]	-1%
25. CCOC(=O)/C(C#N)=C/c1cn(CCOc2ccccc2)c2ccccc12
→ 20%	-6	16%[57.1 µM]	1.0	0.3	2	-21%	4%[57.1 µM]	4%
26. CCOc1cc(N2CCOCC2)c(OCC)cc1NC(=O)c1cnccn1
→ 3%	.	14%[57.1 µM]	.	.	.	-9%	8%[57.1 µM]	7%
27. O=C(COC(=O)Cc1ccc(-c2ccccc2)cc1)NCc1ccc(F)cc1
→ 16%	-5	11%[57.1 µM]	-0.4	-1.9	2	-9%	6%[57.1 µM]	2%
28. CCS(=O)(=O)c1ccc(O)c(NC(=O)c2cc(OC)c(OC)c(OC)c2)c1
→ -6%	-8	7%[57.1 µM]	0.4	-1.9	-16	-13%	6%[57.1 µM]	5%
29. COC(=O)Nc1ccc2c(c1)N(C(=O)CCCl)c1ccccc1S2
→ 3%	-5	8%	-0.8	-0.4	11	?	-2%	-2%
30. CCOC(=O)C1CCN(C(=O)c2ccc(S(=O)(=O)Nc3ccccc3OC)cc2)CC1
→ -1%	-1	30%	-0.1	0.9	9	-21%	10%	-5%

The list goes on (2 carried over from the part before).
Results follow in this order: Pin1 inhibitor	TRHR enhancer	TrxR1 inh	TRHR ag	D2 agonist	D2 antag	USP1 inh	TrxR1 substrate	IDH1 R132H inh
29. COC(=O)Nc1ccc2c(c1)N(C(=O)CCCl)c1ccccc1S2
→ 3%	-5	8%	-0.8	-0.4	11	?	-2%	-2%
30. CCOC(=O)C1CCN(C(=O)c2ccc(S(=O)(=O)Nc3ccccc3OC)cc2)CC1
→ -1%	-1	30%	-0.1	0.9	9	-21%	10%	-5%
31. Cc1ccc(S(=O)(=O)N2CCCC(C(=O)NNCC(=O)Nc3cc(F)ccc3F)C2)cc1 (configuration not stated)
→ -2%	-2	-2%[57.1 µM]	1.8	-1.2	2	-11%	-2%[57.1 µM]	-2%
32. COc1cccc(COC(=O)C2CCN(S(=O)(=O)c3ccc(C)cc3)CC2)c1OC
→ 15%	-8	13%	0.5	.	.	-19%	1%	-2%
33. CCN(CC)P(=O)(Nc1ccc(Br)cc1)c1c(C)nn(CCC#N)c1NC(=O)c1ccc(Cl)cc1 (configuration not stated)
→ -10%	-1	8%	-2.2	-1.8	-16	-15%	-5%	-7%
34. CCc1ccccc1NC(=O)CCCN1C(=O)COc2ccc(C)cc21
→ 2%	-2	-1%	0.1	.	.	-23%	-6%	.
35. CC(=O)Nc1nc(SCC(=O)NCc2ccc(F)cc2)[nH]c(=O)c1NC(=O)c1cccs1
→ ?	2	27%	0.4	0.6	4	-10%	5%	-5%
36. CCOC(=O)c1[nH]c2c(c1-c1ccccc1)C(=O)CC(c1ccc(OCC)cc1)C2 (configuration not stated)
→ 0%	0	-21%	0.5	-0.8	-13	-3%	-13%	0%
37. COc1cccc(Cn2c(CNS(=O)(=O)c3ccc(F)c(Cl)c3)nc3cccnc32)c1
→ 12%	-5	20%[57.1 µM]	-0.1	.	.	-7%	6%[57.1 µM]	-5%
38. Cc1ccc(C)c(NC(=O)CSc2nnc(CNC(=O)c3cccs3)o2)c1
→ -14%	-2	4%	0.1	0.1	-8	-10%	3%	-2%
39. O=C(COC(=O)c1ccco1)Nc1nc2ccc([N+](=O)[O-])cc2s1
→ 16%	-7	6%	-0.2	-0.4	26	-20%	-9%	-6%
40. CCOC(=O)Cc1c(C)nc(Cc2ccc(OC(C)C)cc2)[nH]c1=O
→ -1%	-1	21%[57.1 µM]	0.3	2.2	-14	-4%	-8%	6%
41. CCOC(=O)c1sc2nc(CSc3nc4ccccc4n3CC)[nH]c(=O)c2c1C
→ 44%[activator]	5	15%[57.1 µM]	-0.4	-0.5	4	-5%	4%[57.1 µM]	-3%
42. O=C(/C=C/c1ccccc1)Nc1cccc(C(=O)O)c1
→ 6%	30	13%	1.0	0.0	5	-12%	0%	-4%
43. Cc1ccc2nsnc2c1S(=O)(=O)N1CCCC1
→ 0%	0	6%	-0.2	-0.7	-2	-19%	1%	1%
44. C=CCn1c(CCC(=O)Nc2ccc(C)c(Cl)c2)nnc1SCC(=O)Nc1ccccc1C
→ 0%	14	14%	0.2	0.3	-9	-2%	-3%[57.1 µM]	2%
45. N#Cc1c(-n2cccc2C=O)sc2c1CCCC2
→ -8%	-9	0%[57.1 µM]	-0.7	.	.	-7%	-1%[57.1 µM]	18%
46. O=C(Nc1ccc(C(=O)OCc2cc(=O)n3nc(C4CC4)sc3n2)cc1)c1ccccc1
→ 22%	-5	14%[57.1 µM]	1.7	1.3	.	-8%	7%[57.1 µM]	-7%
47. Cc1ccc(NS(=O)(=O)c2ccc3c(c2)oc(=O)n3C)c(C)c1
→ -3%	-7	2%	-0.2	-0.9	3	-18%	1%	5%
48. Cc1ccccc1CC1(CO)CCCN(C(=O)c2ccc(F)cc2)C1 (configuration not stated)
→ -9%	2	6%	-0.5	0.6	-1	-20%	0%	3%
49. CC(=O)N1C=Cc2c(c(C)c3c([nH]c4ccccc43)c2C)C1
→ .	-1	.	-2.2	-1.1	-12	.	.	.
50. COCCCNC(=O)CC1C[C@H](C(=O)N2CCOCC2)[C@@]2(C)c3[nH]c4ccc(OC)cc4c3CCN2C1=O (some centres not stated)
→ -8%	.	4%	.	.	.	-13%	-3%	-4%
51. CSCCC(NS(=O)(=O)c1cccs1)C(=O)Nc1ccc(C)c(Cl)c1 (configuration not stated)
→ 0%	-4	-6%	-1.2	-0.1	.	-22%	-7%	-5%
